N370S GC: inhibits or activates N370S mutant glucocerebrosidase | P04062 | N370S GC spleen homogenate, 4MU-glucoside fluorescence | AID 2101 | 330,000 compounds, 0.092% hits | Potency, µM (highest dose often 59.4 µM), inactives show top-dose activity change, negative = inhibition, most hits filed as inhibitors;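 further: 0% = full enzyme activity and -100% = no enzyme basal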
TDP1 cell CPT: growth inhibition of DT40 Tdp1-/-;hTDP1 cells with camptothecin (screen for TDP1 inhibitors). chicken DT40 Tdp1-/-;hTDP1 cells + 20 nM CPT, ATP luminescence, 48 h. Potency, µM (titrated, usually from 46.2 µM), without a hit: top-dose activity change, negative = growth inhibition, most hits filed as inhibitors. 420,000 compounds, 12% hits; further: nearly all actives have a fitted effect of over 55% in size
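Chicken DT40 Tdp1-/- cells complemented with human TDP1, 400 cells/well, exposed to compounds plus 20 nM camptothecin for at least 48 h at 37 C; viability read as ATP content by CellTiter-Glo luminescence.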
FEN1 inh: human FEN1 inhibition; Potency, µM (series often up to 114 µM), for the others: at the top dose activity change, negative = inhibition, most hits filed as inhibitors; P39748; Recombinant FEN1 flap cleavage, fluorescence, 15 min; 390,000 compounds, 0.35% hits; AID 588795; further: nearly all actives have a fitted effect of over 65% in size
Target sequence (P39748 whole entry, looked up): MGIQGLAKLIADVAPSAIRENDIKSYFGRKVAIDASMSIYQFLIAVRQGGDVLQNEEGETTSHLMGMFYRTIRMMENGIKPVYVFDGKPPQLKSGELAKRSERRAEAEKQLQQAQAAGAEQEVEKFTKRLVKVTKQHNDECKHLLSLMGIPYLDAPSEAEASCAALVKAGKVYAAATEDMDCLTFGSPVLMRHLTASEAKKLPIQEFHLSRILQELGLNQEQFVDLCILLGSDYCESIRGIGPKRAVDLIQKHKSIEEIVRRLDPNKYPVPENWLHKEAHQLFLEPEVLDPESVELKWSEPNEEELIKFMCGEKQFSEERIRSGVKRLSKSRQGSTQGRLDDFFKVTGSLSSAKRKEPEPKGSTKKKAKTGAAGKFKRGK
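FEN1 at 10 nM, compound pretreatment for 15 min (room temperature), 50 nM final substrate to initiate; endpoint reads at 0 and 15 min; DMSO-only plates used as vehicle background.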
* marks the source's active call; other numbers are inactive results; ? = inconclusive; . = no result given; & = joins results of further samples. The call rests on the fitted dose curve; in most records, active means well fitted curve in the direction sought with a large enough effect; inconclusive means small, poorly fitted or top-dose-only effect, or another doubt; inactive means no such curve, though single readings can be large; an effect the other way counts as inactive or inconclusive. Unless noted, on the % scale 0 is the no-effect control and ±100 the full control effect; potency means the concentration at half of the fitted maximal effect.

SMILES	N370S GC	TDP1 cell CPT	FEN1 inh
C[C@@H]1[C@H]2[C@@H](O[C@@H]3O[C@H](CO)[C@@H](O)[C@H](O)[C@H]3O)OC=C(C(=O)O)[C@H]2C[C@@H]1O	1%	7.3µM*	-14%
O=C(NC1CCCC1)c1ccc(CS(=O)(=O)Cc2ccccc2Cl)o1	-4%	?	3%
CSc1nnc2c(n1)OC(C)=Nc1ccccc1-2	5%	-23%	1%
COc1ccc(OC)c(NC(=O)CSc2nnc(CNC(=O)COc3ccc(Cl)cc3)o2)c1	5%	2%	-3%
COC(=O)c1ccc(NC(=O)CNC(=O)C2CCCCC2)cc1	-10%	-18%	0%
COc1cc(CCC(=O)OCC(=O)N2CC(=O)Nc3ccccc32)cc(OC)c1OC	.	-6%	-2%
CN(NC(=O)c1c(Cl)cccc1Cl)c1cccc(Cl)n1	9%	3%	10%
CNc1cc([N+](=O)[O-])ccc1N/C=C/C(=O)c1ccc2c(c1)OCO2	4%	?	1%
CC1CCc2nc(N)c(C#N)c(-c3cccnc3)c2C1 (configuration not stated)	3%	?	18%
CCc1nnc(NC(=O)c2cccc(S(=O)(=O)N3CCCCC3)c2)s1	-15%	-6%	-8%
CCOc1ccc(NC(=S)N2CCN(C/C=C/c3ccccc3)CC2)cc1	-7%	?	-2%
Cc1ccc(S(=O)(=O)N(C)C)cc1NC(=O)C(C)N(C)Cc1sccc1C (configuration not stated)	-7%	18µM*	-1%
CS(=O)(=O)N(CC(=O)N1CCOCC1)c1ccc2c3c(cccc13)CC2	2%	-2%	2%
Cc1sc2ncnc(N3CCN(S(=O)(=O)c4ccc(F)cc4)CC3)c2c1C	-1%	?	4%
COCCNc1nnc(Cc2ccc(Cl)cc2)c(=O)[nH]1	-6%	-21%	12%
COc1ccc(-n2nc(C(=O)NCC(=O)NCc3ccc(F)cc3)c3ccccc3c2=O)cc1OC	-4%	-2%	-29%
CCOc1ccc(N(C)S(=O)(=O)c2ccc3[nH]cc(C(=O)NCc4ccccc4)c(=O)c3c2)cc1	.	10%	-1%
O=C(NNC(=S)Nc1cccc(Cl)c1)c1ccccc1	0%	?	-10%
Cc1cc(C(=O)NNC(=O)c2cccs2)c(C)o1	.	8%	20%
COc1ccc(OC)c2c1sc(=NC(=O)C(C)(C)C)n2C	15%	21µM*	9%
COC(=O)c1sc(NC(C)=O)c(C(=O)OC)c1C	1%	-27%	-7%
c1ccc(OCCN2CCN(Cc3nc(-c4ccc5c(c4)OCO5)no3)CC2)cc1	0%	-17%	-19%
O=C(N/N=C/c1ccco1)c1cc(-c2ccncc2)nc2ccccc12	-1%	7.3µM*	-16%
CCCCN=CC1=C(O)CC(c2ccccc2)CC1=O (configuration not stated)	-4%	-26%	-2%
CCC(=O)c1ccc(OCC(O)CNC2CCCC2)cc1 (configuration not stated)	-3%	-4%	21%
CCN(CC)CCNc1nc(SC)nc2sc3c(c12)CCN(C)C3	0%	-3%	-19%
Nc1nc(N)nc(-c2cc(O)ccc2O)n1	.	8.2µM*	-10%
COc1cccc(C(=O)NCC2CCCN2S(=O)(=O)c2ccccc2)c1 (configuration not stated)	-20%	-28%	-11%
CC1=C(C(=O)N2CCOCC2)C(c2c(F)cccc2F)NC(=O)N1 (configuration not stated)	0%	16%	-10%
O=Cc1ccccc1Oc1nc(N2CCOCC2)nc(N2CCOCC2)n1	-1%	-4%	15%
CN1C(=O)N(CC(=O)Nc2cccc(S(=O)(=O)N(C)c3ccccc3)c2)C(=O)C12CCCCC2	-6%	?	-12%
Cn1c(SCC(=O)C(C)(C)C)nnc1-c1ccncc1	22%	0%	3%
CN(C(=O)CSc1nnc(Nc2ccccc2)s1)c1c(N)n(Cc2ccccc2)c(=O)[nH]c1=O	-3%	?	5%
O=C(NCc1ccccc1C(F)(F)F)c1cccc2c1C(=O)c1ccc(N3CCCCC3)cc1S2(=O)=O	.	?	-26%
COC(=O)c1ccccc1NC(=O)C1CC(=O)N(c2ccc(C)c(C)c2)C1 (configuration not stated)	4%	8%	3%
Cc1ccc(S(=O)(=O)CC(=O)Nc2ccc(S(=O)(=O)Nc3ccccn3)cc2)cc1	-4%	-12%	-5%
N#Cc1c(NC(=O)CN2CCCCC2)sc2c1CCC2	1%	-2%	3%
Cc1cc[n+](CC2OCc3ccccc3CO2)cc1	0%	?	0%
Cc1ccc(-n2c(C)cc(/C=N/NC(N)=S)c2C)cc1	-6%	3.7µM*	3%
COc1cccc(CN2CCN(Cc3cccc(Oc4ccccc4)c3)CC2)c1OC	-5%	?	-1%

In the list so far, these contain a cyano group:
SMILES	N370S GC	TDP1 cell CPT	FEN1 inh
CC1CCc2nc(N)c(C#N)c(-c3cccnc3)c2C1 (configuration not stated)	3%	?	18%
N#Cc1c(NC(=O)CN2CCCCC2)sc2c1CCC2	1%	-2%	3%

Returning to the listing, starting 6 compounds before the break.
SMILES	N370S GC	TDP1 cell CPT	FEN1 inh
COC(=O)c1ccccc1NC(=O)C1CC(=O)N(c2ccc(C)c(C)c2)C1 (configuration not stated)	4%	8%	3%
Cc1ccc(S(=O)(=O)CC(=O)Nc2ccc(S(=O)(=O)Nc3ccccn3)cc2)cc1	-4%	-12%	-5%
N#Cc1c(NC(=O)CN2CCCCC2)sc2c1CCC2	1%	-2%	3%
Cc1cc[n+](CC2OCc3ccccc3CO2)cc1	0%	?	0%
Cc1ccc(-n2c(C)cc(/C=N/NC(N)=S)c2C)cc1	-6%	3.7µM*	3%
COc1cccc(CN2CCN(Cc3cccc(Oc4ccccc4)c3)CC2)c1OC	-5%	?	-1%
CCn1ncc(C(=O)Nc2ccc([N+](=O)[O-])cc2OC)c1C	.	-3%	-3%
CC(C)(C)c1cc(N)n2nc(C(C)(C)C)cc2n1	8%	-22%	-13%
CCOc1ccc(S(=O)(=O)N/N=C(\C)c2ccc(OC)cc2OC)cc1	-4%	?	-2%
Cc1cccc(C)c1NC(=O)C1(NC(=O)Cn2cccc([N+](=O)[O-])c2=O)CCCCC1	-13%	-2%	5%
CCCn1c(SCC(=O)N2CCCCC2)nnc1C(C)C	5%	?	1%
COc1ccc(-c2cc(-c3cccs3)c(C#N)c(SCC(=O)NCc3ccccc3)n2)cc1	8%	?	8%
COc1cc(OC)c(S(=O)(=O)NCc2ccco2)cc1S(=O)(=O)NCc1ccco1	4%	2%	-2%
N#Cc1cc2nc(O)c(O)nc2cc1[N+](=O)[O-]	.	2%&-1%	-1%
Cc1cc(C)cc(N(C(C)C(=O)NCc2ccc3c(c2)OCO3)S(C)(=O)=O)c1 (configuration not stated)	-14%	-28%	-3%
O=c1[nH]cnc2scc(-c3ccccc3)c12	-31%	4%	-13%
CCOc1cc(C(=O)NCc2ccc(F)cc2)ccc1OCC(=O)N1CCCCC1	.	-4%	-16%
Cc1ccccc1OCCn1cc(/C(N)=N/O)c2ccccc21	.	?	-12%
CCCCOC(=O)c1ccc(N2C(=O)CC(N3CCN(C/C=C/c4ccccc4)CC3)C2=O)cc1 (configuration not stated)	-20%	-16%	-19%
CCC1CCCCN1C(=O)c1ccc([N+](=O)[O-])o1 (configuration not stated)	-3%	?	4%
COc1nc(NCc2cccnc2)nc(OC)n1	10%	-22%	10%
CCOC(=O)C1=C(C)NC(SCC(N)=O)=C(C#N)C1c1cccs1 (configuration not stated)	-17%	-36%	-7%
CCOC(=O)Cc1nc(-c2cccc(C(F)(F)F)c2)no1	4%	-1%	-12%
Cc1cc(C)nc(N2C(=O)CC(C(=O)O)NC2=NCCc2c[nH]c3ccccc23)n1 (configuration not stated)	-15%	-3%	-2%
Cc1ccc(N(C)C(=O)Cn2nc(Cc3ccncc3)c3ccccc3c2=O)cc1C	.	-27%	5%
O=C(Nc1ccc(S(=O)(=O)NC2=NCCCCC2)cc1)c1cccc(S(=O)(=O)N2CCOCC2)c1	.	0%	-1%

Only TDP1 cell CPT (five entries from above):
Compound | TDP1 cell CPT
CCOc1ccc(S(=O)(=O)N/N=C(\C)c2ccc(OC)cc2OC)cc1 | ?
Cc1cccc(C)c1NC(=O)C1(NC(=O)Cn2cccc([N+](=O)[O-])c2=O)CCCCC1 | -2%
CCCn1c(SCC(=O)N2CCCCC2)nnc1C(C)C | ?
COc1ccc(-c2cc(-c3cccs3)c(C#N)c(SCC(=O)NCc3ccccc3)n2)cc1 | ?
COc1cc(OC)c(S(=O)(=O)NCc2ccco2)cc1S(=O)(=O)NCc1ccco1 | 2%

Additional entries:
SMILES	N370S GC	TDP1 cell CPT	FEN1 inh
Fc1ccc(Nc2nc(N3CCOCC3)c3ccccc3n2)cc1	-4%	?	-2%
CCN1CCN(c2ccc(S(=O)(=O)N3CCCCC3)cc2NC(=O)/C=C/c2ccc([N+](=O)[O-])cc2)CC1	-19%	?	-18%
Cn1c(NCCO)nc2c1c(=O)n(Cc1ccccc1Cl)c(=O)n2C	.	-25%	-9%
CCN1CCN(C(c2cccnc2)c2c(NC(=O)c3ccco3)sc(C)c2C)CC1 (configuration not stated)	.	16µM*	-1%
O=C(NCCCn1ccnc1)/C(=C/c1cccs1)NC(=O)c1ccco1	1%	-7%	-1%
O=S(=O)(c1ccc(Cl)cc1)N1CCN(C(=S)Nc2ccccc2F)CC1	-10%	-7%	7%
COc1ccc(OC)c(NC(=O)c2ccc3c(c2)c(C)c(C)n3Cc2ccc(F)cc2)c1	.	?	5%
O=C(NNS(=O)(=O)c1ccc2ccccc2c1)C1CCN(Cc2ccccc2)CC1	-11%	-17%	1%
O=C(Cc1cccs1)NCCN1CCOCC1	7%	-7%	-6%
Cc1ccc(C)c(S(=O)(=O)N2CCCOC2CNC(=O)C(=O)NCc2ccccc2)c1 (configuration not stated)	0%	?	0%
CCOc1ccccc1NC(=O)N1CCCC(c2nc(-c3ccc(C)o3)no2)C1 (configuration not stated)	2%	?	-6%
COc1ccc(-c2cc(C3C4C=CCC(C)C4C(=O)N3Cc3ccccc3)ccc2F)cc1 (configuration not stated)	3%	.	2%
CC(C)(C)C1CCc2onc(C(=O)NCc3ccc(F)cc3)c2C1 (configuration not stated)	2%	?	1%
Cc1ccc(S(=O)(=O)c2c(C)cc(C)nc2Oc2cccc(C)c2C)cc1	6%	?	-6%
CCOc1ccc(Oc2ccc(C(F)(F)F)cc2NC(=O)C2=COCCO2)cc1	.	?	-2%
Cc1ccc(C)c(NC(=O)CC2Sc3ccccc3NC2=O)c1 (configuration not stated)	.	-23%	5%
Cc1ccccc1NC(=O)Cc1nc(COC(=O)CSc2ccccc2)cs1	-7%	1%	-10%
O=C(O)c1ncn(Cc2ccc(Br)cc2)c1C(=O)O	-7%	0%	-2%
Cc1cc(C(=O)N2CCN(c3ccccc3)CC2)c2c(C)nn(-c3cccc(F)c3)c2n1	.	?	6%
CN(C)C=NC(=O)c1cc(C(=O)c2ccccc2)c[nH]1	6%	6%	2%
CCCSc1nnc(NC(=O)Nc2ccc(C)cc2)s1	-5%	?	-12%
COc1ccc(CCC(=O)Nc2ccc(Cl)c(S(=O)(=O)N3CCCC3)c2)cc1	4%	21µM*	-22%
Brc1ccc(-c2nnc(-c3ccco3)o2)cc1	13%	-14%	-6%

Entries of single compounds as entered above. Order of values: N370S GC, TDP1 cell CPT, FEN1 inh
Shown for `COc1ccc(-c2cc(C3C4C=CCC(C)C4C(=O)N3Cc3ccccc3)ccc2F)cc1` (configuration not stated) = 3%, ., 2%
Shown for `Cn1c(NCCO)nc2c1c(=O)n(Cc1ccccc1Cl)c(=O)n2C` = ., -25%, -9%
Shown for `Brc1ccc(-c2nnc(-c3ccco3)o2)cc1` = 13%, -14%, -6%
Shown for `O=S(=O)(c1ccc(Cl)cc1)N1CCN(C(=S)Nc2ccccc2F)CC1` = -10%, -7%, 7%

Screens: PubChem BioAssay, National Center for Advancing Translational Sciences (NCATS)

Some of the compounds tested; the hit share may differ from the screen's.
